MCL1 BIM primary: inhibitors of human MCL1 binding to BIM-BH3 peptide; AID 2057; inhibition, % at 10.9 µM; GST-MCL1 / FITC-Bim-BH3 fluorescence polarization; 320,000 tested, 0.68% active;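 active means inhibition above the mean inhibition of all tested compounds plus 3 SD, set per campaign, cut at about 40% in these data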;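 further: 0% = DMSO wells and 100% = unlabeled Bim-BH3 peptide control; higher means more loss of mP so more displacement of Bim peptide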
MEX-5 binding: C. elegans MEX-5 TCR-2 RNA binding activity; Q9XUB2; MEX-5/FITC-TCR2 RNA binding, fluorescence polarization; hits give low values; activity score (negative = inhibition of binding), % at 10 µM; 300,000 tested, 0.38% active; AID 1832;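 active means inhibition past about -25% in most replicates, and total fluorescence under double the plate's negative control median, limit read from the data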;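 further: 0% = DMSO and -100% = 5 µM competing unlabeled TCR2 RNA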
PME-1 primary: blocks human protein phosphatase methylesterase 1; 320,000 tested, 0.53% active; recombinant PME-1, FP-Rh probe fluorescence polarization; Q9Y570; inhibition, % at 5.9 µM;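 active means inhibition above the campaign mean of all compounds plus 3 SD, cut at about 26% in these data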;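 further: competitive labeling of PME-1 active site by serine hydrolase directed probe; 0% = PME-1 with DMSO and 100% = wells lacking PME-1 enzyme; inhibitors block probe labeling so polarization falls and inhibition rises; many of its hits are not listed in these tables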
BCLXL inh: inhibitors of human Bcl-xL | Q07817 | GST-Bcl-xL / FITC-Bim BH3 peptide fluorescence polarization | inhibition, % at 10.9 µM | 320,000 tested, 0.7% active | AID 2129;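 active means inhibition above the mean of all tested compounds plus 3 SD, cutoff set per campaign, cut at about 30% in these data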;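 further: 0% = DMSO wells and 100% = unlabeled Bim-BH3 peptide competitor; inhibitors lower millipolarization by displacing the labeled peptide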
Efflux pump inh: blocks antifungal efflux pumps in multiplex yeast assay | S. cerevisiae Candida pump triplex, Nile Red efflux | inhibition, % at 10 µM | 330,000 tested, 0.44% active;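 active means plate passing quality check with inhibition over a set limit, or well fluorescence over plate mean plus 4 SD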;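 further: Nile Red retained in pooled yeast measured as flow cytometry median fluorescence; 0% = buffer negative control and 100% = Enniatin B positive control; higher means more Nile Red kept so more efflux inhibition; some compounds called inactive have numbers as strong as hits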
GLD-1 TGE inh: GLD-1-TGE RNA interaction inhibition (C. elegans); AID 2280; 320,000 tested, 0.44% active; inhibition, % at 5.96 µM; Q17339; purified GLD-1 + fluorescein TGE RNA, fluorescence polarization;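 active means percent inhibition above a per-plate cutoff, the plate mean of test compounds plus 3 SD, cut at about 30% in these data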;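 further: 0% = DMSO wells with GLD-1 and probe and 100% = wells lacking GLD-1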
Fam108B inh: counter-screen for RBBP9 inhibitors: inhibitors of mouse Fam108B | recombinant Fam108B, FP-Rh probe fluorescence polarization | inhibition, % at 9.51 µM | 300,000 tested, 0.33% active;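 active means inhibition above the screen mean inhibition plus 3 SD, computed separately per campaign, cut at about 18% in these data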;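 further: inhibitors lower polarization as less probe binds the enzyme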
VLA-4 inh: inhibition in a human VLA-4 binding assay. P13612. VLA-4 expressing cells, ligand binding flow cytometry. inhibition, % (about 7 µM as worked out from the volumes in the protocol). 330,000 tested, 0.2% active. AID 2557; in the data active means inhibition above about 50%
Target sequence (P13612 whole entry, looked up): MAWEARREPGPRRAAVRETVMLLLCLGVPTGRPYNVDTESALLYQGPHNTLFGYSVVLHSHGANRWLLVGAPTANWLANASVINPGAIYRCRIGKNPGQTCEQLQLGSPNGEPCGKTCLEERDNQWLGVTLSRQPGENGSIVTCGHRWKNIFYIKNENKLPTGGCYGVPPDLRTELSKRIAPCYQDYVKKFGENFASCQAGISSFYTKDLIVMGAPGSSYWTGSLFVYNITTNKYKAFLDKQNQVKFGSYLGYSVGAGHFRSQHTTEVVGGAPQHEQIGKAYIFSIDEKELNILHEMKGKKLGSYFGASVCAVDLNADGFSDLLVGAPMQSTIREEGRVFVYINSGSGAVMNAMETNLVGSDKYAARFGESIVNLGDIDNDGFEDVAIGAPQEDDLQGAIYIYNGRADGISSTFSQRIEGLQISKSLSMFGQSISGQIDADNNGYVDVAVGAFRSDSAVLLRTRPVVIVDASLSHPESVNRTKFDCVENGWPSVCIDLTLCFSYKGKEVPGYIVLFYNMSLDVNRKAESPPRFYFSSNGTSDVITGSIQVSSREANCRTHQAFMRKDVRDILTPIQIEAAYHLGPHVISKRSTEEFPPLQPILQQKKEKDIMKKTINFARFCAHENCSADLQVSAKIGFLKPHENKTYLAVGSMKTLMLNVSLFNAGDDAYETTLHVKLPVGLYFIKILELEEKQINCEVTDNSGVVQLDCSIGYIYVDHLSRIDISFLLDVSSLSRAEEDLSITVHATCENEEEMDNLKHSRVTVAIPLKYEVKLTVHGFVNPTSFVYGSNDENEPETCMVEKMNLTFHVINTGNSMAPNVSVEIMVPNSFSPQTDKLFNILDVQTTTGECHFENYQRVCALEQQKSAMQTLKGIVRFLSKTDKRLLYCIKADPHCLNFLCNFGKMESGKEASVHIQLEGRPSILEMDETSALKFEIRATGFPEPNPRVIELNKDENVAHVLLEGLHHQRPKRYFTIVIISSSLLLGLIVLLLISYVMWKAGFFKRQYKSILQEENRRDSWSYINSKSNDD
GRK2 inh: inhibitors of human GRK2 displacing RNA aptamer; AID 488847; inhibition of aptamer binding, % at 10 µM; 330,000 tested, 0.59% active; bead flow cytometry, FAM-aptamer displacement from GRK2;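 active means inhibition of aptamer binding above 40%, roughly 3 SD of noise, on plates passing a quality check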;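 further: median bead fluorescence of bound FAM aptamer so fluorescent compounds give negative values; no value below 0 was filed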
The depositor's hits bear a star. The list is partial, so the mix of outcomes need not match the whole.

`CN(C)C(=O)CSc1nnc(-c2cccs2)n1-c1ccccc1` gave MCL1 BIM primary -1, MEX-5 binding 0.8, PME-1 primary -3, BCLXL inh 3, Efflux pump inh -0.1, GLD-1 TGE inh 4, Fam108B inh 0, VLA-4 inh -2 and GRK2 inh 0.
Screening COc1nc(OC)nc(N(C)CCO)n1 returned MCL1 BIM primary 9, MEX-5 binding -1.1, PME-1 primary -4, BCLXL inh 2, Efflux pump inh 0.1, GLD-1 TGE inh 4, Fam108B inh 3, VLA-4 inh 12 and GRK2 inh 0.
Screening O=c1c2ccccc2cnn1Cc1n[nH]c(=S)n1-c1ccc(Cl)cc1Cl returned MCL1 BIM primary -12, MEX-5 binding 0.6, PME-1 primary 2, BCLXL inh -13, Efflux pump inh 0.1, GLD-1 TGE inh 1, Fam108B inh 1, VLA-4 inh 6 and GRK2 inh 2.
Screening CCCCCCNC(=O)c1cc(S(=O)(=O)N2CCc3ccccc32)ccc1F returned MCL1 BIM primary -5, MEX-5 binding -1.6, PME-1 primary -2, BCLXL inh -3, Efflux pump inh 0.1, GLD-1 TGE inh 6, Fam108B inh -4, VLA-4 inh 15 and GRK2 inh 0.
Screening CC1CCN(c2ccc(NC(=O)c3ccc([N+](=O)[O-])o3)cc2)CC1 returned MCL1 BIM primary 6, MEX-5 binding -0.9, PME-1 primary 1, BCLXL inh 5, Efflux pump inh 0.0, GLD-1 TGE inh -1, Fam108B inh 2, VLA-4 inh 42 and GRK2 inh 0.
For CCC(=O)Nc1cccc(NC(=S)NC(=O)c2ccccc2C)c1 the results were MCL1 BIM primary 1, MEX-5 binding 1.1, PME-1 primary 4, BCLXL inh 0, Efflux pump inh 0.0, GLD-1 TGE inh -10, Fam108B inh 3, VLA-4 inh -5 and GRK2 inh 0.
For CCOc1ccc(NC(=O)c2nn(C)c(C(=O)Nc3ccc(OCC)cc3)c2[N+](=O)[O-])cc1 the results were MCL1 BIM primary -4, MEX-5 binding 0.4, PME-1 primary -8, BCLXL inh 6, Efflux pump inh 0.2, GLD-1 TGE inh 0, Fam108B inh -2, VLA-4 inh 24 and GRK2 inh 1.
For Cc1nonc1-c1csc(N)n1 the results were MCL1 BIM primary -5, MEX-5 binding 2.4, PME-1 primary -2, BCLXL inh 2, Efflux pump inh 0.0, GLD-1 TGE inh 9, Fam108B inh -3, VLA-4 inh 4 and GRK2 inh 1.
CC(=O)c1ccc(S(=O)(=O)N2CCN(C(=O)/C=C/c3ccc4ccccc4n3)CC2)cc1 was read as MCL1 BIM primary 9, MEX-5 binding 0.2, PME-1 primary -6, BCLXL inh 0, Efflux pump inh 0.0, GLD-1 TGE inh 8, Fam108B inh -2, VLA-4 inh -6 and GRK2 inh 0.
C/C=C/c1ccc(OCCOc2cc(C=O)ccc2OC)c(OC)c1 was read as MCL1 BIM primary 2, MEX-5 binding -0.4, PME-1 primary 3, BCLXL inh 0, Efflux pump inh 0.2, GLD-1 TGE inh 1, Fam108B inh 1, VLA-4 inh 3 and GRK2 inh 4.
`COc1ccccc1NC(=O)c1cccc2c(Br)cccc12` gave MCL1 BIM primary 6, MEX-5 binding 0.7, PME-1 primary -3, BCLXL inh 6, Efflux pump inh -0.1, GLD-1 TGE inh -3, Fam108B inh -1, VLA-4 inh -10 and GRK2 inh 0.
Screening COc1ccc(-n2c(SCC(=O)Nc3ccc(C(N)=O)cc3)nc3c([nH]c4ccccc43)c2=O)cc1OC returned MCL1 BIM primary 4, MEX-5 binding 0.1, PME-1 primary -11, BCLXL inh 1, Efflux pump inh -0.3, GLD-1 TGE inh 1, Fam108B inh 1, VLA-4 inh -3 and GRK2 inh 1.
Clc1ccc(-c2cc(C3CCNCC3)[nH]n2)cc1 was read as MCL1 BIM primary 7, MEX-5 binding 1.0, PME-1 primary 3, BCLXL inh 3, Efflux pump inh 0.1, GLD-1 TGE inh 0, Fam108B inh 0, VLA-4 inh 17 and GRK2 inh 0.
O=C(c1cc(-c2ccncc2)nc2ccc(Br)cc12)N1CCN(Cc2ccc3c(c2)OCO3)CC1 was read as MCL1 BIM primary 2, MEX-5 binding 1.3, PME-1 primary 5, BCLXL inh -1, Efflux pump inh 0.3, GLD-1 TGE inh -4, Fam108B inh 5, VLA-4 inh 10 and GRK2 inh 0.
For Cc1cccc(C(=O)O/N=C(\N)c2cccc([N+](=O)[O-])c2)c1 the results were MCL1 BIM primary -2, MEX-5 binding -1.4, PME-1 primary 5, BCLXL inh 3, Efflux pump inh 0.0, GLD-1 TGE inh -2, Fam108B inh -2, VLA-4 inh 5 and GRK2 inh 0.
`O=C(CCN1CCCCC1)c1ccccc1` gave MCL1 BIM primary 5, MEX-5 binding -0.1, PME-1 primary 4, BCLXL inh 7, Efflux pump inh -0.2, GLD-1 TGE inh 6, Fam108B inh 3, VLA-4 inh 6 and GRK2 inh 0.
Screening COC(=O)c1ccccc1NC(=O)CN(c1ccc(OC)cc1)S(C)(=O)=O returned MCL1 BIM primary -6, MEX-5 binding 1.5, PME-1 primary 0, BCLXL inh 2, Efflux pump inh -0.2, GLD-1 TGE inh 4, Fam108B inh 3, VLA-4 inh 2 and GRK2 inh 2.
Cc1ccc(C)c(N2CCN(S(=O)(=O)c3ccc4c(c3)oc(=O)n4C)CC2)c1 was read as MCL1 BIM primary 2, MEX-5 binding -0.5, PME-1 primary -1, BCLXL inh 3, Efflux pump inh 0.1, GLD-1 TGE inh -2, Fam108B inh 1, VLA-4 inh 4 and GRK2 inh 0.
O=C(O)/C=C/c1ccc(S(=O)(=O)NCc2ccco2)cc1 was read as MCL1 BIM primary 4, MEX-5 binding -0.7, PME-1 primary 1, BCLXL inh 6, Efflux pump inh -0.1, GLD-1 TGE inh 0, Fam108B inh 4, VLA-4 inh 1 and GRK2 inh 6.
COc1ccc(S(=O)(=O)N2CCC(C(N)=O)CC2)cc1 was read as MCL1 BIM primary 4, MEX-5 binding 1.8, PME-1 primary 5, BCLXL inh 2, Efflux pump inh -0.1, GLD-1 TGE inh 0, Fam108B inh -1, VLA-4 inh 32 and GRK2 inh 1.
For Cc1ccccc1C1NC(=S)NC2=C1C(=O)CC(C)(C)C2 (stereo not given) the results were MCL1 BIM primary -1, MEX-5 binding 0.7, PME-1 primary -6, BCLXL inh -1, Efflux pump inh 0.3, GLD-1 TGE inh -6, Fam108B inh -5, VLA-4 inh -13 and GRK2 inh 0.
For COc1ccc(OCc2cc(C(=O)NCCN3CCCC(O)C3)no2)c(Cl)c1 (stereo not given) the results were MCL1 BIM primary 5, MEX-5 binding -0.5, PME-1 primary 3, BCLXL inh 3, Efflux pump inh 0.1, GLD-1 TGE inh 0, Fam108B inh 3, VLA-4 inh 6 and GRK2 inh 1.
Screening COc1ccc(S(=O)(=O)Nc2cc(C(=O)NC3CCCCCC3)ccc2N2CCOCC2)cc1 returned MCL1 BIM primary -6, PME-1 primary -4, BCLXL inh 3, Efflux pump inh -0.1, GLD-1 TGE inh 3, Fam108B inh 4, VLA-4 inh -19 and GRK2 inh 0.
For CCc1nn(C(C)C(=O)NCc2ccc(Cl)cc2)c(=O)c2cc3occc3n12 (stereo not given) the results were MCL1 BIM primary 0, MEX-5 binding -1.4, PME-1 primary 18, BCLXL inh -1, Efflux pump inh 0.0, GLD-1 TGE inh 4, Fam108B inh -1, VLA-4 inh 4 and GRK2 inh 4.
`COc1ccc(NC(=O)CSc2nc3ccsc3c(=O)n2CCCCCC(=O)O)cc1` gave MCL1 BIM primary -6, MEX-5 binding -0.8, PME-1 primary 6, BCLXL inh 3, Efflux pump inh 0.2, GLD-1 TGE inh -1, Fam108B inh -3, VLA-4 inh 9 and GRK2 inh 0.
CSc1nc2ccc(NC(=O)c3c(-c4ccccc4)noc3C)cc2s1 was read as MCL1 BIM primary -2, MEX-5 binding 0.6, PME-1 primary -8, BCLXL inh 1, Efflux pump inh -0.1, GLD-1 TGE inh 1, Fam108B inh -8, VLA-4 inh 3 and GRK2 inh 0.
CCc1cc(C(=O)NNC(=S)NCc2ccccc2)cs1 was read as MCL1 BIM primary 2, MEX-5 binding 0.2, PME-1 primary 2, BCLXL inh 1, Efflux pump inh -0.2, GLD-1 TGE inh 2, Fam108B inh 1, VLA-4 inh 4 and GRK2 inh 3.
CC(C)CNC(=O)c1cccc(NC(=O)C(C)C)c1 was read as MCL1 BIM primary 4, MEX-5 binding -2.2, PME-1 primary -3, BCLXL inh 8, Efflux pump inh -0.2, GLD-1 TGE inh 7, Fam108B inh 1, VLA-4 inh 4 and GRK2 inh 1.
For Cc1ccc(NC(=O)NNC(=O)Cn2nc(-c3ccccc3)c(-c3ccccc3)c(C#N)c2=O)cc1 the results were MCL1 BIM primary 3, MEX-5 binding 1.1, PME-1 primary 3, BCLXL inh 4, Efflux pump inh 0.2, GLD-1 TGE inh -7, Fam108B inh 10, VLA-4 inh -6 and GRK2 inh 0.
Screening Cc1cc(F)ccc1S(=O)(=O)N(CC(=O)N1CCOCC1)CC(=O)N1CCOCC1 returned Efflux pump inh 0.0, GLD-1 TGE inh -1, VLA-4 inh -6 and GRK2 inh 0.
Cc1ccc(NC(=O)C(C)N=C2NS(=O)(=O)c3ccccc32)cc1F (stereo not given) was read as MCL1 BIM primary 12, MEX-5 binding -2.1, PME-1 primary 0, BCLXL inh 6, Efflux pump inh -0.3, GLD-1 TGE inh -3, Fam108B inh -3, VLA-4 inh 11 and GRK2 inh 1.
For Cc1nc2nc(SCC(=O)C(C)(C)C)[nH]c2cc1Br the results were MCL1 BIM primary -5, MEX-5 binding -2.5, PME-1 primary 2, BCLXL inh 9, Efflux pump inh -0.1, GLD-1 TGE inh -4, Fam108B inh 2, VLA-4 inh -11 and GRK2 inh 0.
Screening c1ccc(N2CCN(Cc3nnnn3C3CCCCC3)CC2)cc1 returned MCL1 BIM primary 8, MEX-5 binding -0.3, PME-1 primary -3, BCLXL inh 4, Efflux pump inh -0.1, GLD-1 TGE inh 3, Fam108B inh 4, VLA-4 inh 9 and GRK2 inh 0.
`COCCNC(=O)c1ccc(S(=O)(=O)c2ccc(Cl)cc2)c(NC(C)=O)c1` gave MCL1 BIM primary 0, MEX-5 binding 2.7, PME-1 primary -1, BCLXL inh 3, Efflux pump inh -0.1, GLD-1 TGE inh 5, Fam108B inh 2, VLA-4 inh 0 and GRK2 inh 0.
`COc1ccccc1NC(=O)C/C(C)=N/NC(=O)c1ccccn1` gave MCL1 BIM primary 3, MEX-5 binding -0.2, PME-1 primary -5, BCLXL inh -1, Efflux pump inh 0.1, GLD-1 TGE inh -5, Fam108B inh 1, VLA-4 inh 2 and GRK2 inh 0.
Screening COc1cccc([C@@H]2Oc3ccc(OC)cc3C(=O)[C@H]2OC(=O)NCc2ccc3c(c2)OCO3)c1 returned MCL1 BIM primary 1, MEX-5 binding -0.2, PME-1 primary -7, BCLXL inh -3, Efflux pump inh 0.0, GLD-1 TGE inh -5, Fam108B inh -5, VLA-4 inh 5 and GRK2 inh 1.
For O=C(N/N=C\C=C\c1ccc2c(c1)OCO2)c1cccnc1 the results were MCL1 BIM primary -9, MEX-5 binding -1.4, PME-1 primary 1, BCLXL inh 1, Efflux pump inh 0.4, GLD-1 TGE inh -1, Fam108B inh 1, VLA-4 inh 6 and GRK2 inh 0.
